# SENP1 FRET inh = inhibitors of human SENP1 SUMO protease catalytic domain; Q9P0U3; recombinant SENP1 catalytic domain, CyPet-SUMO1-YPet FRET cleavage; 360,000 compounds, 0.21% hits; AID 624204; inhibition, % at 10 µM;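 active = inhibition at least 30% at 10 µM, raw YFP signal under a set limit, fluorescence ratio 0.5 to 1.5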;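 also: 0% = enzyme with DMSO and 100% = no enzyme wells; some results filed as inactive read as strong as hits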
#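 Material – human SENP1 catalytic domain · Input – SENP1 enzyme, 20 pM final · Compound dosing – single concentration of 10 µM compound, 0.5% DMSO final · Timing – enzyme reaction for 50 min at room temperature, dark · Measured by – FRET fluorescence in CFP and YFP emission channels · Control set – no-enzyme wells low, DMSO-plus-enzyme wells high control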
# SENP8 block-1 = inhibitors of human SENP8 protease | recombinant SENP8, Nedd8 substrate fluorescence | inhibition, % at 20 µM | 360,000 compounds, 0.64% hits | AID 602440; in the data active = inhibition mostly above about 40%, no sharp cut-off; inactive = mostly below about 27%
# Apaf-1 inh = blocks human Apaf-1 apoptosome activity | O14727 | reconstituted apoptosome caspase-3 activity, DEVD-Rh110 fluorescence | inhibition, % at 20 µM | 330,000 compounds, 0.71% hits; active = inhibition of at least 40% at 20 µM;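 also: plate controls were DMSO wells for no effect and DEVD-CHO caspase inhibitor wells for full effect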
#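 System: Apoptosome proteins | Medium: Hepes pH 7.5 with detergent and BSA | Also added: Cytochrome c trigger plus (Z-DEVD)2-Rh110 caspase-3 substrate | Incubation: 30 min compound preincubation, 50 min activation, room temperature | Detection: Rhodamine 110 fluorescence at Ex 480/Em 540 nm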
# PfGluPho inh = PfG6PD (Plasmodium falciparum) enzyme inhibition | PfGluPho enzyme, NADPH resazurin-diaphorase fluorescence | inhibition, % at 20 µM | 350,000 compounds, 0.78% hits;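 active = inhibition reaching at least a set limit at 20 µM in the primary screen, cut at about 59% in these data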;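 also: 0% = DMSO wells with substrate and 100% = DMSO wells lacking glucose-6-phosphate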
# NLRP3 yeast inh = inhibitors of NALP3 inflammasome in yeast; Yeast reconstituted NLRP3/ASC/caspase-1, beta-gal luminescence, 24 h; inhibition, % at 10 µM; 330,000 compounds, 0.39% hits; AID 2825;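 active = inhibition of 50% or more; inactive = inhibition below 50%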;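 also: plate controls were induced DMSO wells for no effect and uninduced yeast grown without galactose for full effect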
# SENP6 block = blocks the human protease SENP6. Q9GZR1. Recombinant SENP6 catalytic domain, aminoluciferin luminescence. inhibition, % at 10 µM. 330,000 compounds, 1.8% hits. AID 2599;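 active = inhibition above about 50% at the single tested dose, limit read from the data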;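 also: plate controls were DMSO wells with enzyme for no effect and DMSO wells lacking enzyme for full effect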
# SENP7 block = SENP7 protease inhibition | Q9BQF6 | recombinant SENP7, Z-RLRGG-aminoluciferin luminescence, 40 min | inhibition, % at 5 µM | 330,000 compounds, 1.5% hits | AID 434973;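 active = inhibition above about 50% at the single test dose, limit read from the data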;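 also: plate controls were DMSO with enzyme for no effect and no enzyme buffer wells for full effect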
# HKDC1 inhibitor = inhibitors of human hexokinase HKDC1; Q2TB90; recombinant HKDC1, G6PDH/diaphorase resazurin coupled fluorescence; inhibition, % at 20 µM; 340,000 compounds, 0.16% hits; AID 493160;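 active = inhibition above about 35% when tested at 20 µM, limit read from the data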;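 also: plate controls were DMSO wells with enzyme for no effect and DMSO wells lacking enzyme for full effect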
#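 System: Recombinant HKDC1 hexokinase | Amount: HKDC1 at 5 µg/mL | Reagent: Glucose with 1 mM ATP | Doses: Single 20 µM dose | Incubation: Reaction time 90 min, room temperature, protected from light | Signal: Coupled resazurin fluorescence, excitation 525 nm, emission 613 nm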
# SENP8 block-2 = SENP8 protease inhibition. AID 2540. purified SENP8, Z-RLRGG-aminoluciferin cleavage, luminescence. inhibition, % at 10 µM. 330,000 compounds, 1.2% hits. Q96LD8; in the data active = inhibition above about 50%
# Starred values were filed as active, the others as inactive; nt = not tested or not shown; & = joins results of further samples.
(1) COc1ccc(C(=O)N2N=C(c3cccs3)CC2c2ccccc2O)cc1 (stereo not drawn)
(2) Cn1cc(/C=C/C(=O)N2CCCC(C(=O)c3cccc4ccccc34)C2)cn1 (stereo not drawn)
(3) Cc1ccc(C(=O)Nc2ccccc2N2CCOCC2)cc1S(=O)(=O)N1CCOCC1
(4) CC(=O)Nc1ccc(Oc2nc(-c3ccccn3)nc3ccccc23)cc1
(5) Cc1ccc(NC(=O)CNCC2CCCCC2)cc1S(=O)(=O)N(C)C
(6) Cc1ccc(NC(=O)CCn2nnc3ccccc32)c(C)c1

assay / compound	1	2	3	4	5	6
SENP1 FRET inh	-3	2	0	-2	0	0
SENP8 block-1	-60	25	14	4	14	4
Apaf-1 inh	14	-21	6	-19	-6	-5
PfGluPho inh	8	6	0	-7	3	0
NLRP3 yeast inh	19	-12	6	0	-2	6
SENP6 block	9	-13	-7	-17	-8	-5
SENP7 block	-15	2	-6	1	-6	3
HKDC1 inhibitor	3	-5	1	0	-11	-7
SENP8 block-2	1	-1	1	-4	-9	-2

# Some entries already given, showing only SENP1 FRET inh, SENP7 block and SENP8 block-2.
No. | SMILES | SENP1 FRET inh | SENP7 block | SENP8 block-2
5 | Cc1ccc(NC(=O)CNCC2CCCCC2)cc1S(=O)(=O)N(C)C | 0 | -6 | -9
6 | Cc1ccc(NC(=O)CCn2nnc3ccccc32)c(C)c1 | 0 | 3 | -2

# (further entries)
(7) O=C(N/N=C/c1cccnc1)c1cc2c(ccc3ccccc32)o1
(8) COc1cc2sc3ccc(-c4ccc(N(C)C)nc4)cc3c(=O)c2cc1OC
(9) C/C(=N\NC(=O)C12CCC(C)(C(=O)O1)C2(C)C)c1ccccc1O (stereo not drawn)
(10) CSc1cccc(NC(=O)c2cnccn2)c1
(11) COC(=O)c1cccc(NC(=O)CCN2C(=O)C3CC=CCC3C2=O)c1 (stereo not drawn)
(12) CC1(c2ccc([N+](=O)[O-])c(CS(=O)(=O)c3ccccc3)c2)OCCO1

assay / compound	7	8	9	10	11	12
SENP1 FRET inh	1	nt	-15	3	3	3
SENP8 block-1	-102	nt	1	17	6	4
Apaf-1 inh	34	44*	-2	-17	2	-1
PfGluPho inh	-28	15	-44	-1	-11	3
NLRP3 yeast inh	-8	13	-1	25	11	10
SENP6 block	4	79*	16	-13	-12	-9
SENP7 block	0	56*	5	-4	-10	2
HKDC1 inhibitor	1	8	-16	2	8	-12
SENP8 block-2	7	74*	6	-5	-10	2

(13) NC(=O)C1CCCN(Cc2ccc3ccccc3c2)C1 (stereo not drawn)
(14) CC(=O)Nn1c(-c2ccccc2)cc2ccccc21
(15) CCOC(=O)NC1CCc2cc(OC)c(OC)c(OC)c2-c2ccc(OC)c(=O)cc21 (stereo not drawn)
(16) COCCN(C(=O)C1CCCC1)c1c(N)n(Cc2ccccc2)c(=O)[nH]c1=O
(17) Cc1cc(N/C=C(\C#N)S(=O)(=O)c2ccc(Cl)cc2)nc(C)n1
(18) COc1ccc(CC(=O)Nc2nc(C)cs2)cc1OC

assay / compound	13	14	15	16	17	18
SENP1 FRET inh	1	0	1	2	-1	2
SENP8 block-1	17	-122	7	12	-36	19
Apaf-1 inh	-7	-5	nt	2	-24	-1
PfGluPho inh	4	-3	6	-18	-10	1
NLRP3 yeast inh	14	15	nt	22	7	6
SENP6 block	-12	9	nt	-1	-14	10
SENP7 block	-4	-1	nt	4	17	17
HKDC1 inhibitor	-2	-5	-8	-10	-2	-3
SENP8 block-2	-2	-2	nt	-4	-9	-1

(19) Cc1cccc(N2C(=O)C(Cc3ccccc3)NC2=S)c1 (stereo not drawn)
(20) CC(C)C(=O)NC(=S)NCC(=O)c1ccccc1
(21) Cc1ccc(NC(=O)CCNC(=O)c2ccccc2Cl)cc1S(=O)(=O)N1CCCCCC1
(22) CC(=O)Nc1c(-c2ccccc2Cl)c(=O)c2ccccc2n1C
(23) O=C(Nc1ccc(-c2nc3ccccc3o2)cc1)C1CCCO1 (stereo not drawn)
(24) O=C(c1cc2ccccc2[nH]1)N(Cc1cccnc1)CC1CCCN(C2CCCCC2)C1 (stereo not drawn)

assay / compound	19	20	21	22	23	24
SENP1 FRET inh	4	2	2	0	-3	-38
SENP8 block-1	19	-408	9	6	-292	-21
Apaf-1 inh	-2	2	13	3	-19	7
PfGluPho inh	12	-3	7	-7	1	17
NLRP3 yeast inh	9	32	25	17	55*	17
SENP6 block	-3	-15	-13	-1	94*	3
SENP7 block	2	-8	4	-5	91*	-1
HKDC1 inhibitor	-7	-7	-2	-7	5	3
SENP8 block-2	-5	-8	0	1	80*	15

# Individual results from above.
# Value of CC(=O)Nc1c(-c2ccccc2Cl)c(=O)c2ccccc2n1C under SENP7 block: -5
# Value of CC(C)C(=O)NC(=S)NCC(=O)c1ccccc1 under Apaf-1 inh: 2

# Arranged by number of heavy atoms (smallest number first): four of the compounds above
(20) CC(C)C(=O)NC(=S)NCC(=O)c1ccccc1
(18) COc1ccc(CC(=O)Nc2nc(C)cs2)cc1OC
(19) Cc1cccc(N2C(=O)C(Cc3ccccc3)NC2=S)c1 (stereo not drawn)
(23) O=C(Nc1ccc(-c2nc3ccccc3o2)cc1)C1CCCO1 (stereo not drawn)

assay / compound	20	18	19	23
SENP1 FRET inh	2	2	4	-3
SENP8 block-1	-408	19	19	-292
Apaf-1 inh	2	-1	-2	-19
PfGluPho inh	-3	1	12	1
NLRP3 yeast inh	32	6	9	55*
SENP6 block	-15	10	-3	94*
SENP7 block	-8	17	2	91*
HKDC1 inhibitor	-7	-3	-7	5
SENP8 block-2	-8	-1	-5	80*

# Remaining list, next part:
(25) COc1ccc(NC2CCCN(C(=O)c3csc(C(C)C)n3)C2)cc1 (stereo not drawn)
(26) O=C(CSc1ncn[nH]1)c1ccco1
(27) CCCn1nnnc1NCc1cccc(OC)c1OC
(28) O=C(CCN1CCC2CCC(C2)C1)c1ccc(F)cc1 (stereo not drawn)
(29) CC(C)[N+]1(C)[C@@H]2CC[C@H]1CC(OC(=O)C(CO)c1ccccc1)C2 (stereo partly drawn)
(30) NC(=O)C1CCN(S(=O)(=O)c2cccc(S(=O)(=O)N3CCCCC3)c2)CC1

assay / compound	25	26	27	28	29	30
SENP1 FRET inh	2	2	2	-3	3&0&-1	2
SENP8 block-1	19	2	6	12	1&10&-5	12
Apaf-1 inh	-4	-13	-3	nt	-2&-6	-5
PfGluPho inh	10	18	-21	20	6&-10&5	-7
NLRP3 yeast inh	5	6	4	nt	25&3	-1
SENP6 block	3	-2	-12	nt	-6&-5	-11
SENP7 block	-3	4	-11	nt	0&3	-6
HKDC1 inhibitor	-4	1	3	1	-5&-1&-4	2
SENP8 block-2	-1	0	-5	nt	-5&-4	-2

(31) O=[N+]([O-])c1ccccc1S(=O)(=O)Nc1ncccn1
(32) O=C(Cc1ccccc1)NN1C(=O)/C(=C/c2ccccc2C(=O)O)SC1=S
(33) CC1(C)Cc2cccc(OCC(=O)OCC(=O)NCc3ccccc3)c2O1
(34) CCCN1C(=O)c2cc(C(=O)Nc3ccccc3OC)ccc2C1Nc1ccccc1OC (stereo not drawn)
(35) COCCN(CC(=O)Nc1ccc(F)cc1)S(=O)(=O)c1ccc(S(=O)(=O)N2CCCC2)cc1
(36) O=C(NCCOc1ccccc1)c1ccc2n[nH]nc2c1

assay / compound	31	32	33	34	35	36
SENP1 FRET inh	0	2	3	1	3	0
SENP8 block-1	14	22	6	18	22	-2
Apaf-1 inh	-6	2	-3	0	-2	12
PfGluPho inh	-17	-10	-5	-3	17	-16
NLRP3 yeast inh	27	6	5	5	12	-8
SENP6 block	-8	14	-17	-6	-3	58*
SENP7 block	2	-4	18	6	-3	32
HKDC1 inhibitor	1	-1	-3	1	-7	0
SENP8 block-2	6	-9	-5	0	4	50*

# Another view of some results above:
# Second line of a record: SENP1 FRET inh | SENP8 block-1 | Apaf-1 inh | PfGluPho inh | NLRP3 yeast inh | SENP6 block | SENP7 block | HKDC1 inhibitor | SENP8 block-2
31) O=[N+]([O-])c1ccccc1S(=O)(=O)Nc1ncccn1
 : 0 | 14 | -6 | -17 | 27 | -8 | 2 | 1 | 6
32) O=C(Cc1ccccc1)NN1C(=O)/C(=C/c2ccccc2C(=O)O)SC1=S
 : 2 | 22 | 2 | -10 | 6 | 14 | -4 | -1 | -9
33) CC1(C)Cc2cccc(OCC(=O)OCC(=O)NCc3ccccc3)c2O1
 : 3 | 6 | -3 | -5 | 5 | -17 | 18 | -3 | -5

# More records follow.
(37) C=CCOc1ccc(/C=C2\SC(N3CCCCC3)=NC2=O)cc1
(38) CCc1c(C)nc(SC)n(CC#N)c1=O
(39) O=C(Cc1ccccc1)NCc1nc2ccccc2[nH]1
(40) Cn1nnnc1SCC(=O)N1CCN(S(=O)(=O)c2ccccc2)CC1
(41) S=C(Nc1ccc(Cl)cc1)NC1CCCCC1
(42) CSc1ccc(N=Nc2c(C)[nH]n(C)c2=O)cc1

assay / compound	37	38	39	40	41	42
SENP1 FRET inh	-1	1	-3	1	1	5
SENP8 block-1	-17	7	-15	-7	12	19
Apaf-1 inh	-2	1	-16	-10	-1	2
PfGluPho inh	4	-6	-5	-8	3	21
NLRP3 yeast inh	24	8	6	17	42	41
SENP6 block	2	-10	-15	-22	-3	44
SENP7 block	-3	-4	-8	-1	-1	53*
HKDC1 inhibitor	-2	4	-7	1	-1	2
SENP8 block-2	2	5	-5	0	-2	27

(43) Fc1ccc2cc(-c3cccnc3)ncc2c1
(44) O=C(OCc1cc(Cl)cc2c1OCOC2)c1cccnc1Cl
(45) CC(C)(C)n1nc2c(c1NC(=O)c1ccc(F)c(F)c1)CS(=O)(=O)C2
(46) COc1ccc(C(=O)N/C(=C\c2ccco2)C(=O)NCc2cccnc2)cc1
(47) O=C1c2cccnc2C(Nc2ccc(Br)cc2)N1Cc1cccs1 (stereo not drawn)
(48) COc1ccc(NC(=O)N2CCn3c2nc2ccccc23)cc1

assay / compound	43	44	45	46	47	48
SENP1 FRET inh	0	-4	2	-3	-1	0
SENP8 block-1	-18	-1	8	2	9	9
Apaf-1 inh	6	-1	-3	-5	-1	29
PfGluPho inh	28	-7	8	-14	3	2
NLRP3 yeast inh	5	30	-14	-6	20	21
SENP6 block	-7	7	-17	16	-15	9
SENP7 block	5	3	-1	2	-3	7
HKDC1 inhibitor	2	-6	-8	-2	4	-6
SENP8 block-2	5	-2	1	3	-2	-3

# Screening results (PubChem)
